MazEF act – activators of E. coli MazEF toxin-antitoxin RNase. P0AE70. FAM/BHQ RNA-DNA oligo cleavage fluorescence, 5 h. activation, % at 20 µM. 0.32% of 350,000 active. AID 504720; in the data active means activation above about 50%
Target sequence (P0AE70 whole entry, looked up): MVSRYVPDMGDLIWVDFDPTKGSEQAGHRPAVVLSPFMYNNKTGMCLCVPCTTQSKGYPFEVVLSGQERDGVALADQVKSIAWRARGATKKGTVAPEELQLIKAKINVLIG
GDH-TPI inh – counter-screen for M. tuberculosis FBA inhibitors: GDH-TPI coupled enzymes; GDH-TPI coupled enzyme counterscreen, NADH absorbance; inhibition, % at 4.8 µM; 1.2% of 360,000 active; AID 588335;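 further: 0% = DMSO wells and 100% = wells lacking the enzyme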
Mtb UGM inh – Mtb UDP-galactopyranose mutase inhibition; P9WIQ1; purified UGM, fluorescence polarization probe displacement; inhibition, % at 10 µM; 0.06% of 320,000 active; in the data active means inhibition above about 10%, passing the limit was not always enough; inconclusive means no clear call, values can overlap the other calls
Target sequence (P9WIQ1 whole entry, looked up): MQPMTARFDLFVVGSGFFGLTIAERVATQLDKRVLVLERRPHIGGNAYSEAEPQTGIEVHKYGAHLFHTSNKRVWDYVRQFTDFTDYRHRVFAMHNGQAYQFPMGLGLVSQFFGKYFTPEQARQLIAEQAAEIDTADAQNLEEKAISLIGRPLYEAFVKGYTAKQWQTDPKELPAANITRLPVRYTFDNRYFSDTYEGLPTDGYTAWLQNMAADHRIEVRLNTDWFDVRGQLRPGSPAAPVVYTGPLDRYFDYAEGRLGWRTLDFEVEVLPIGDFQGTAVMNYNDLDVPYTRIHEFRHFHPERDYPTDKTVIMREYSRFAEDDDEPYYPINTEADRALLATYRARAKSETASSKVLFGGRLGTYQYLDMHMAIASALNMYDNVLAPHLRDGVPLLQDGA
Mtb FBA inh – Mtb fructose-bisphosphate aldolase inhibition. purified M. tuberculosis FBA, fluorescence read-out. inhibition, % at 1 µM. 2.3% of 360,000 active; in the data active means inhibition above about 27%;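 further: 0% = vehicle and 100% = reference inhibitor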
CCHFV vOTU inh – blocks the CCHF virus ovarian tumor domain protease. CCHFV vOTU protease, Pep-AMC fluorescence. inhibition, % at 11.5 µM. 0.55% of 370,000 active. AID 651958; further: 0% = vehicle wells with enzyme and 100% = no enzyme wells
BioA inh – blocks M. tuberculosis BioA enzyme activity; inhibition, % at 9.99 µM; AID 602481; purified M. tuberculosis BioA enzyme, plate reader; 0.096% of 360,000 active; in the data active means inhibition above about 40%; inconclusive means no clear call, values can overlap the other calls
VHR inh abs – blocks human VHR1 dual specificity phosphatase; P51452; recombinant VHR phosphatase, pNPP absorbance; inhibition, % at 13.3 µM; 0.52% of 290,000 active; AID 1654; in the data active means inhibition above about 50%; further: some compounds called inactive have numbers as strong as hits
FadD28 binding – inhibitors of Mycobacterium tuberculosis FadD28 bisubstrate binding. 0.22% of 360,000 active. inhibition, % at 12.5 µM. FadD28 bisubstrate probe binding, fluorescence polarization; in the data active means inhibition above about 8.5%, passing the limit was not always enough; inconclusive means no clear call, values can overlap the other calls
Rv3671c protease – inhibits the M. tuberculosis serine protease Rv3671c; inhibition, % at 5.96 µM; 0.048% of 320,000 active; in the data active means inhibition above about 38%;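 further: extracellular domain of Rv3671c used as enzyme; 0% = enzyme with DMSO and 100% = no enzyme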
Target sequence (P9WHR9 whole entry, looked up, the tested form may be a part): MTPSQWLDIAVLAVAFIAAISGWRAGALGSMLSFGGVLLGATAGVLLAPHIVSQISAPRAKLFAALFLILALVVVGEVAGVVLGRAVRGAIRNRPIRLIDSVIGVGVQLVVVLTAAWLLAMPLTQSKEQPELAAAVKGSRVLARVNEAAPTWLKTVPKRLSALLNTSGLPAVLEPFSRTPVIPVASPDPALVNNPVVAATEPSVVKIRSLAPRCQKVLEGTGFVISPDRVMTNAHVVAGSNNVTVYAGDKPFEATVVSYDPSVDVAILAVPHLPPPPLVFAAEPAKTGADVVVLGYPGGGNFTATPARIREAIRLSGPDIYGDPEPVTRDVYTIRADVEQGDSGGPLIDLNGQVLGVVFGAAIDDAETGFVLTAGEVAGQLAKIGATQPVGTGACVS
BoNT F protease – inhibitors of Botulinum neurotoxin F light chain protease; Multiplex microsphere protease cleavage assay, flow cytometry; inhibition, % at 10 µM; 0.22% of 360,000 active; in the data active means inhibition above about 35%, passing the limit was not always enough; inconclusive means no clear call, values can overlap the other calls; further: plate controls were buffer without enzyme for full effect and enzyme alone for no effect
Active calls of the source: *; ? = inconclusive; · = not tested or not shown; & = joins results of further samples. Unless noted, no stated cut-off is given here; in the data, active means inhibition above about 30%; inactive means the rest.

SMILES	MazEF act	GDH-TPI inh	Mtb UGM inh	Mtb FBA inh	CCHFV vOTU inh	BioA inh	VHR inh abs	FadD28 binding	Rv3671c protease	BoNT F protease
COc1ccc(Cl)cc1NC(=O)CCN1CCN(c2ccccc2C)CC1	2	3	1.5	-1	-1	-1.9	22	-1.5	-2	-2
CC(=O)Nc1ccccc1NC(=O)CN(C)S(=O)(=O)c1ccc(C)cc1	-3	4	0.2	-2	-4	-0.7	-16	0.3	4	-1
COc1cccc(CNc2nc3cc(-c4cccc(OC)c4)sc3c(=O)n2C)c1	·	15	·	2	13	0.1	·	-2.3	·	-4
CC(C)C(C(=O)OCC(=O)c1cccc([N+](=O)[O-])c1)N1C(=O)[C@@H]2[C@H]3CC[C@H](C3)[C@@H]2C1=O (stereo not given in full)	1	0	-0.6	3	9	·	-15	-1.5	-7	-5
CSc1ccc(CNC(=O)C(C)n2nc(C)c3c(C)n(-c4ccccc4)nc3c2=O)cc1 (stereo not given)	10	-2	3.3	2	13	4.4	1	-5.3	5	-3
CCOc1ccc(S(=O)(=O)N2CCN(C(=O)c3oc4ccccc4c3C)CC2)cc1	3	-1	·	4	-1	0.3	·	-1.9	·	12
CCN(CC)CCCn1c2c(c(SCC(=O)Nc3cccc(C(C)=O)c3)nc1=O)CCC2	0	1	0.1	2	-1	8.2	·	-0.1	4	-12
COc1ccc(NS(=O)(=O)c2cccc(N3CC(O)=C(c4ccccc4)C3=N)c2)cc1	12	5	1.1	1	-10	·	9	-0.9	-7	2
O=C(Nc1ccnn1C1CCN(Cc2cccc(O)c2)CC1)C1CCCC1	2	-10	-1.1	-4	3	-0.8	27	-3.4	4	-3
O=C(O)c1ccc2c(c1)C(=O)N(c1ccc(/C=C/C(=O)c3ccccc3)cc1)C2=O	3	27	-3.2	-9	10	·	1	-0.9	0	2
COc1ccc(OCCSc2ccc(S(=O)(=O)N3CCCC3)cn2)cc1	-5	3	-0.3	0	3	-0.5	·	0.0	-2	-4
Cc1cccc(NC(=O)CCS(=O)(=O)c2cccc3nsnc23)c1C	-1	-1	0.4	-4	0	·	26	-0.5	-3	0
COc1ccc(C2N(C(=O)c3ccccc3)CCN2C(=O)c2ccccc2)cc1	4	-3	-0.6	1	10	-1.5	-4	-0.8	-3	-12
COc1ccc([N+](=O)[O-])cc1N1C(=O)c2cccc3cccc(c23)C1=O	16	15	-1.9	0	-22	-0.1	2	-1.8	-7	-4
COc1cccc(C(NC(C)=O)c2nc(-c3ccoc3)cs2)c1 (stereo not given)	·	3	·	-5	3	0.5	·	-2.6	·	7
CC(=O)/C(C#N)=C1\NC(=O)C(Cc2ccccc2Cl)S1 (stereo not given)	12	24	3.1	-1	18	-0.6	-1	-5.0	3	11
COC(=O)c1ccc2c(=O)n(CCCCCC(=O)N3CCN(c4ccc(F)cc4)CC3)c(=O)[nH]c2c1	5	2	0.0	1	-2	·	33	-1.8	-2	-3
CC(C)CC(c1nnnn1C1CCCC1)N1CCC(C(N)=O)CC1 (stereo not given)	1	-1	-2.6	3	-5	·	12	-1.0	-8	2
O=C(NCCCN1CCOCC1)c1cc(-c2cccc(O)c2)on1	7	0	2.9	0	5	-1.0	23	-0.4	-5	-19
O/N=C/c1ccc(OCC(O)COc2ccc(/C=N/O)cc2)cc1	7	5	·	2	6	-1.2	18	-2.1	-7	1
O=[N+]([O-])c1cccc(/C([O-])=C(/C(=S)Nc2ccccc2)[n+]2ccccc2)c1	10	13	-1.0	2	-9	·	0	-6.1	-10	-25
CC(C)(C)[C@H]1C=C(C(=O)N2CCN(Cc3ccccc3)CC2)O[C@@H](OCCCCO)C1	4	1	3.9	2	3	1.2	12	-3.5	1	-8
O=C1CCCN2N=C(SCC(=O)Nc3nc4ccccc4s3)SC2=N1	4	0	2.8	-7	12	-1.7	18	-1.6	-19	1
O=C1C(NS(=O)(=O)c2ccc(Br)cc2)=C(N2CCCCC2)C(=O)c2ccccc21	-1	7	0.6	3	33*	0.6	1	-1.8	-19	-4
COC(=O)C1=C(C)NC(C)=C(C(=O)OC)C1C(=O)OC(C)C(=O)c1ccccc1 (stereo not given)	4&-6	8&3	1.3&1.2	2&4	21&-10	0.8	18	-3.2&-1.4	0&2	-1&6
CCOC(=O)Cn1cnc2sc(C(=O)OC)c(C)c2c1=O	4	-4	-1.0	-3	9	·	-14	-4.3	-5	0
CCOc1cc(NC(=O)C2CC2)c(OCC)cc1NC(=O)c1cc(OC)c(OC)c(OC)c1	-8	-2	-1.2	4	-2	0.6	14	0.8	-7	4
Cc1cc(C(=O)NCCC2=CCCCC2)no1	10	4	-0.6	2	-9	·	1	-1.3	11	-10
O=C(COc1ccc(S(=O)(=O)N2CCOCC2)cc1)Nc1ccccc1Cl	3	-3	0.0	-2	-8	-0.8	45	·	2	-1
CCCCn1c(C)csc1=Nc1cccnc1	-2	12	-0.2	2	-4	·	10	-0.3	9	-3
O=C(CCC1CCN(C(=O)c2cc(C(F)(F)F)ccc2Cl)CC1)NC1CC1	13	11	-0.3	0	2	0.7	21	0.2	8	-2
COc1ccc2oc(=O)cc(CN3CCOCC3)c2c1	9	14	-0.9	0	-14	-0.3	-2	-0.7	-3	-10
Cc1ccc(C2C(C#N)=C(N)Oc3n[nH]c(-c4cccs4)c32)cc1 (stereo not given)	5	7	-2.9	2	12	-3.0	13	0.1	-33	1
CC(=O)Oc1ccc(C(=O)[C@H]2[C@H]3C(=O)N(c4ccc5ccccc5c4)C(=O)[C@H]3[C@@H]3C=CC=NN32)cc1	-53	5	2.3	-2	-12	-0.9	12	0.5	-8	-2
O=C(Nc1cc(S(=O)(=O)N2CCCCC2)ccc1N1CCOCC1)c1ccc(C(F)(F)F)cc1	4	9	-0.2	2	11	-0.4	·	-1.3	-9	-3
CSc1ccc(CN(C)CC(=O)NCCc2ccccc2)cc1	-3	-14	1.0	-4	8	-0.2	21	-4.2	-6	40*

Given bar-delimited: entries from further up.
Structure | MazEF act | GDH-TPI inh | Mtb UGM inh | Mtb FBA inh | CCHFV vOTU inh | BioA inh | VHR inh abs | FadD28 binding | Rv3671c protease | BoNT F protease
CCCCn1c(C)csc1=Nc1cccnc1 | -2 | 12 | -0.2 | 2 | -4 | · | 10 | -0.3 | 9 | -3
O=C(CCC1CCN(C(=O)c2cc(C(F)(F)F)ccc2Cl)CC1)NC1CC1 | 13 | 11 | -0.3 | 0 | 2 | 0.7 | 21 | 0.2 | 8 | -2
COc1ccc2oc(=O)cc(CN3CCOCC3)c2c1 | 9 | 14 | -0.9 | 0 | -14 | -0.3 | -2 | -0.7 | -3 | -10
Cc1ccc(C2C(C#N)=C(N)Oc3n[nH]c(-c4cccs4)c32)cc1 (stereo not given) | 5 | 7 | -2.9 | 2 | 12 | -3.0 | 13 | 0.1 | -33 | 1

Going on with the list:
SMILES	MazEF act	GDH-TPI inh	Mtb UGM inh	Mtb FBA inh	CCHFV vOTU inh	BioA inh	VHR inh abs	FadD28 binding	Rv3671c protease	BoNT F protease
COC(=O)C1(C)NC(c2ccccc2OC)C2C(=O)N(c3ccccc3)C(=O)C21 (stereo not given)	9	15	0.4	1	-12	-1.9	-17	-0.1	6	?
Cc1cc(C)nc(SCc2nnc(SCC(=O)N3CCCc4ccccc43)n2C)n1	9	12	1.3	0	0	0.2	22	-1.3	-1	-4
COc1ccc(N2C(=O)CC(Sc3nnc(-c4ccccc4F)n3C)C2=O)cc1 (stereo not given)	-4	-3	0.0	-1	-2	·	2	-4.0	0	-3
CN(C)CCNc1nc(-c2ccccc2F)c2sccc2n1	·	17	·	17	-10	5.9	·	-1.3	·	-2
CCOc1ccc(CN(C)C(=O)c2cccc(S(=O)(=O)N3CCCC3)c2)cc1OC	2	2	1.7	0	6	-0.3	·	-2.8	3	8
CC1(C)CC(N2CCN(c3ccccc3)CC2)=CC(=[N+]2CCCC2)C1	-14	45*	1.1	-6	0	6.7	26	-4.3	-2	2
Cc1ccc(N2CCCC2=O)cc1S(=O)(=O)N1CCOCC1	-4	4	-1.2	0	-3	-3.1	18	1.3	-1	6
O=C(Nc1ccccc1C(=O)OCC(=O)c1c[nH]c2ccccc12)c1ccco1	8	3	0.4	0	-20	·	13	-8.3	-33	-4
CS(=O)(=O)Cc1nc2ccccc2oc1=O	0	1	-2.4	10	2	-0.5	15	1.1	-2	-17
COc1cc(CC(=O)OCC(=O)Nc2ccc(N(C)C)cc2)cc(OC)c1OC	1	2	0.7	-1	16	-1.0	·	0.3	-3	17
COc1cccc(CN2CCN(C(=O)c3ccc(-c4ccccc4)cc3)CC2)c1	3	-8	0.0	0	12	2.0	-2	-2.4	-3	0
COc1ccc(OCC(=O)OCC(=O)Nc2ccc3[nH]c(=O)[nH]c3c2)cc1	-16	2	-1.9	-2	2	0.9	·	-4.4	-2	-6
CC1CCc2nc3ccc(S(=O)(=O)N4CCC(C(=O)N5CCCCCC5)CC4)cc3c(C(=O)O)c2C1 (stereo not given)	-9	4	2.0	0	5	·	30	-0.1	7	0
CCSc1nc2ccccc2n1Cc1nc(N)nc(N(C)C)n1	6	-6	-1.7	-1	-4	-1.5	4	1.3	9	-1
CCCC(=O)Nc1cc2c(cc1C(=O)c1ccccc1)OCCO2	-3	-1	·	-2	2	-0.5	26	-3.4	1	-3
Cc1ccc(SCC2(O)CCN(S(=O)(=O)c3ccc(Cl)cc3)CC2)cc1	2	1	2.2	0	12	-1.5	44	-2.7	-9	-13
COc1ccccc1C(C(=O)NCc1ccc(F)cc1)N(C(=O)c1csnn1)C1CC1 (stereo not given)	13	-13	-0.9	-4	-2	0.0	17	-3.8	0	-6
CCCCC(CC)C(=O)Nc1ccc(S(=O)(=O)N2CCCC2)cc1 (stereo not given)	7	7	5.0	-2	-5	0.2	15	-2.2	-1	?
CC1(C(=O)Nc2ccc3c(c2)OCO3)CCN1C(=O)Cc1cc(F)ccc1F (stereo not given)	·	11	·	1	-3	0.0	·	-3.9	·	-4
Cc1cc(C)n2nc[n+](C)c2n1	-1	3	0.1	1	15	-0.2	-1	-0.3	-21	-12
O=C(COc1ccccc1-c1ccccc1)NCc1ccco1	-1	6	0.6	-1	5	·	0	-0.6	-6	-15
CCn1c(CCNC(=O)c2cccs2)nnc1SCC(=O)NC1CCCCC1	-3	-2	-2.2	2	-2	1.0	2	-2.6	4	4
CCCCN(C)Cc1cc(=O)oc2ccc3ccccc3c12	2	6	1.6	0	11	0.1	2	-1.9	-7	2
COc1ccc(-c2csc(=NCCO)n2-c2ccccc2)cc1	-2	0	-1.1	0	21	4.4	10	-0.3	·	-15
O=c1cc(O)nc[nH]1	-8	11	0.6	3	0	0.4	-12	-0.9	4	4
Cc1ccccc1OC(C)C(=O)Nc1ccc(S(=O)(=O)N2CCCC2)cc1 (stereo not given)	7	-4	-11	-1	24	-0.2	10	-3.6	-7	-12
Cc1noc(C)c1CS(=O)(=O)c1ccc(Br)cc1	-5	-10	4.2	-4	16	·	2	-4.1	-1	-1
Cc1ccccc1-c1nc(CN2CCC(C(=O)NCCCN3CCCC(C)C3)CC2)c(C)o1 (stereo not given)	9	13	0.1	3	6	-1.3	7	-0.7	-1	-2
Cc1c(C#N)c(O)n(CCO)c(=O)c1N=Nc1ccccc1	3	2	0.2	-17	0	-1.9	0	-2.9	-2	?
Cn1c2ccc(F)cc2c2nc3ccccc3nc21	111*	23	2.9	2	19	-1.7	39	-1.9	-11	?
NS(=O)(=O)c1ccc(CCNC(=O)COC(=O)/C=C/c2cc(Br)ccc2F)cc1	-12	15	4.8	2	3	-0.4	·	-1.0	0	-2
N#Cc1ccccc1S(=O)(=O)N1CCN(C(=O)CN(Cc2ccco2)Cc2cccs2)CC1	-3	2	·	1	1	0.8	·	-1.0	·	1
Cc1nn(C)cc1S(=O)(=O)Nc1ccc(F)c(F)c1	1	-8	-0.6	-3	12	-1.2	21	-4.0	1	3
CCC(CCC(=O)Nc1ccn(-c2ccccc2)n1)C(=O)O (stereo not given)	-1	-4	0.6	-1	-2	-1.2	-15	-3.4	9	4
CCc1cc(C(=O)COc2ccccc2F)c(O)cc1O	-7	38*	0.2	-5	11	1.1	-16	-5.5	1	2

Compounds were not picked by outcome (roughly 4.9% active in at least one column).
